# Source: PubChem
# aSyn yeast inh: inhibitors of alpha-synuclein toxicity in yeast | 370,000 tested, 0.14% active | Yeast expressing alpha-synuclein, growth rescue, BacTiter-Glo, 24 h | AID 652106 | Potency, µM (doses to about 46.1 µM), for the others: at the highest dose growth rescue (activation), hits mostly activators; note: potency is the fitted concentration of half-maximal effect; % of control where 0% means no effect; nearly all actives have a fitted effect of over 65% in size
#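 Rescue of yeast growth: cells expressing toxic alpha-synuclein, induced in galactose at OD600 0.02, incubated with compound 24 h at 30 C. ATP luminescence quantified growth; inhibitors of toxicity appear as activators.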
# PTHR1 agonist: activates the human parathyroid hormone receptor PTHR1; Q03431; HEK293 GP2 PTHR1 cells, GloSensor cAMP luminescence, 1 h; Potency, µM (top dose mostly 115 µM), inactives show at the highest dose activation, most hits filed as activators; 410,000 tested, 0.075% active; AID 743266; note: potency is the fitted concentration of half-maximal effect; nearly all actives have a fitted effect of over 55% in size; some results filed as inactive show a strong effect at the top dose; inactives centre near -15; many of its hits are not listed in these tables
# Target sequence (Q03431 whole entry, looked up): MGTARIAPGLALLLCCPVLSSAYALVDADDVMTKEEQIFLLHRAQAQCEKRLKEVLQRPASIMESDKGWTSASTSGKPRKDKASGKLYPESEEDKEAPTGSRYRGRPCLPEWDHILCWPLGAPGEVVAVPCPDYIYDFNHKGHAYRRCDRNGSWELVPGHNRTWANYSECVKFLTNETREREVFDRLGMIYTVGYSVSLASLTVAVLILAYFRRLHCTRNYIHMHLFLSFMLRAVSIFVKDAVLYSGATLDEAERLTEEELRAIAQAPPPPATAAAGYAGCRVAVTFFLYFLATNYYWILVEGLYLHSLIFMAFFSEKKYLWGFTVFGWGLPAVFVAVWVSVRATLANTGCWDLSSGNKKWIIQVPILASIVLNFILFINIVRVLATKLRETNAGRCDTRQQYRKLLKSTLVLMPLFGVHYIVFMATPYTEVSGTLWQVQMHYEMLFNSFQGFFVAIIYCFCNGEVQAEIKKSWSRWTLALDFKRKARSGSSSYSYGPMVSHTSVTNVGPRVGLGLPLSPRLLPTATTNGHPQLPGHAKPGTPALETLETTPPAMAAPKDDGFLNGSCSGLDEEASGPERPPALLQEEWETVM
#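 HEK-293-derived GP2 cells expressing PTHR1 and a GloSensor cAMP reporter, 3,000/well, plated overnight, given luciferin plus IBMX (each 0.5 mM as added) for 1 h at 37 °C, then compound for 1 h at 37 °C. Luminescence was read after 15 min at room temperature.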
# DRD3 antagonist: blocks the human D3 dopamine receptor; max response, negative = inhibition, %; AID 652054; D3R cells, DiscoveRx beta-arrestin luminescence, antagonist mode; active compounds read low; 360,000 tested, 2.5% active; P35462; in the data active = max response below about -50%; inconclusive = no clear call, values can overlap the other calls; note: % is set by controls: 0 for no effect and ±100 for the full control effect; mostly tested at two doses, the higher about 12 µM
# Target sequence (P35462 whole entry, looked up): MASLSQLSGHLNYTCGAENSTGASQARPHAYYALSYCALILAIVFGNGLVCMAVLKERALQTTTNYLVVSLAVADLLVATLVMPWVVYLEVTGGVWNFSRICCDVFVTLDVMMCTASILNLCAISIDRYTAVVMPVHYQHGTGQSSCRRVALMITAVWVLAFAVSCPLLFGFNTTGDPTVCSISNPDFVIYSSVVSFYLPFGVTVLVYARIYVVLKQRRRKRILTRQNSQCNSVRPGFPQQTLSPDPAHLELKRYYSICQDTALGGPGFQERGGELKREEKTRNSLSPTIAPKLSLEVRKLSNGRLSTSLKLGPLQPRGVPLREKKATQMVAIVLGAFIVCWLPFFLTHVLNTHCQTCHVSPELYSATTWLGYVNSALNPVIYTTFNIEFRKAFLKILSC
#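 Cells expressing the human receptor were seeded at 1500 cells/well, incubated overnight at 37 degrees C in 5% CO2, then exposed to library compounds with dopamine controls for 90 minutes at 37 degrees C before luminescent detection.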
# GLP1R cytotox: cytotoxicity counter-screen for GLP-1 receptor inverse agonists; HEK293 cAMP-luciferase reporter cells, luminescence, 24 h; Potency, µM (top dose mostly 38.3 µM), for the others: at the top dose activity change, negative = inhibition, most hits filed as inhibitors; 410,000 tested, 0.13% active; AID 624418;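 note: loss of luciferase light is scored as toxicity; potency is the fitted concentration of half-maximal effect; % is set by controls: 0 for no effect and ±100 for the full control effect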
#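 Seeding density was 200 cells/uL; after overnight-length (12 h) culture, 23 nL compounds went on for 24 h at 37 °C. Readout used a luciferase detection reagent, luminescence taken after 12 min at room temperature.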
# KB-V1 cytotox: kills drug-selected multidrug resistant KB-V1 cells; KB-V1 MDR cells viability, CellTiter-Glo, 72 h; Potency, µM (highest dose often 46.1 µM), without a hit: top-dose activity change, negative = cytotoxicity, most hits filed as cytotoxic; 400,000 tested, 3.4% active; note: potency is the fitted concentration of half-maximal effect; % is set by controls: 0 for no effect and ±100 for the full control effect; nearly all actives have a fitted effect of over 60% in size
#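 KB-V1 MDR subline cells in DMEM (phenol-red free, 10% FBS) exposed to compounds in qHTS concentration series for 72 h at 37 degrees C. Viability read by CellTiter-Glo luminescence; concentration-effect curves fitted after normalization and correction.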
# GLP1R ag: GLP-1 receptor (human) agonism; HEK293 GLP-1R CRE-luciferase, luminescence, 4-6 h; cells express a hypersensitive GLP-1R form; Potency, µM (titrated, usually from 45.6 µM), inactives show at the highest dose activation, most hits filed as activators; 380,000 tested, 0.007% active; AID 624172; note: potency is the fitted concentration of half-maximal effect; % of control where 0% means no effect
# D3 ag: activates the human D3 dopamine receptor | P35462 | D3R DiscoveRx beta-arrestin cells, luminescence, 90 min | max activation, % | 410,000 tested, 0.58% active; in the data active = max activation above about 30%; note: 0% is about no effect; mostly tested at two doses, the higher about 12 µM
#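 Agonist mode: compounds and dopamine controls were applied to plated cells for 90 min at 37 degrees C after an overnight attachment at 1500 cells/well. Luminescent read-out followed 30 - 60 minutes at room temperature with DiscoveRx detection reagent.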
# GLP1R inv ag: inverse agonists of human GLP-1 receptor | P43220 | HEK293 GLP-1R CRE-luciferase, luminescence, 24 h; GLP-1R form is constitutively active | Potency, µM (highest dose often 38.3 µM), without a hit: at the highest dose activity change, negative = inhibition, most hits filed as inhibitors | 410,000 tested, 1.6% active | AID 624417; note: potency is the fitted concentration of half-maximal effect; % is set by controls: 0 for no effect and ±100 for the full control effect; nearly all actives have a fitted effect of over 55% in size
#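 Using stably transfected HEK293 (constitutively active GLP-1R, cAMP-luciferase reporter), compounds were incubated 24 hr and luciferase measured by luminescence.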
# TDP43 rescue: inhibitors of TDP-43 toxicity in yeast | 410,000 tested, 1.8% active | AID 652104 | Potency, µM (doses to about 46.1 µM), for the others: top-dose growth rescue (activation), usual class: activators | TDP-43 expressing yeast growth rescue, BacTiter-Glo, 24 h; note: potency is the fitted concentration of half-maximal effect; % of control where 0% means no effect; nearly all actives have a fitted effect of over 50% in size
#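 Readout is BacTiter-Glo luminescence of cell growth, so inhibitors register as activators. TDP-43-expressing yeast at OD600=0.02 in galactose medium, after raffinose pregrowth to mid-log, were incubated with compound for 24 hr at 30 deg C.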
# * marks the source's active call; other numbers are inactive results; i = inactive; ? = inconclusive; . = no result given; & = joins results of further samples; [ ] = another dose, or the depositor's remark. Unless noted, calls come from the whole dose curve; as a rule, active = well fitted curve in the direction sought with a large enough effect; inconclusive = small, poorly fitted or top-dose-only effect, or another doubt; inactive = no such curve, though single readings can be large; an effect the other way counts as inactive or inconclusive. This is a subset; the hit share may differ from the screen's.
SMILES | DRD3 antagonist | PTHR1 agonist | D3 ag | GLP1R ag | aSyn yeast inh | GLP1R inv ag | GLP1R cytotox | KB-V1 cytotox | TDP43 rescue
CCCCCC[N+](=O)[O-] | -18.9 | -11.3% | 7.0 | -2.9% | 0.3% | 7.4% | 0.1% | -3.5% | 16.8%
Clc1ccc2sc(C3CCNCC3)nc2c1 | -15.3 | i | -22.0 | -1.8% | 0.0% | ? | 11.7% | 9.7% | 5.7%
Cc1ccc(-n2c(O)c(/C=N/NC(=O)c3ccncc3)c(=O)[nH]c2=O)cc1 | 1.9 | i | -5.7 | -4.7% | -1.1% | 1.4% | 9.0% | 0.0% | -3.3%
Cc1ccc(OP(N)(=O)Oc2ccc(C)cc2)cc1 | 9.8 | i | 9.6 | 0.2% | 0.6% | -2.7% | -5.2% | ? | 7.5%
CN1CCc2nc3sc(C#N)c(N)c3c(-c3cccs3)c2C1 | 19.2 | -17.3% | -10.6 | -6.5% | -0.5% | 0.0% | -2.1% | 1.2% | -29.5%
O=c1c2ccccc2nc(-c2ccco2)n1-c1nccs1 | -0.3 | i | -1.9 | 4.7% | -0.1% | 3.0% | -6.1% | -2.3% | -0.2%
Cc1nc2ccccc2c(=O)n1-c1ccc(Cl)c(Cl)c1 | 5.5 | i | 3.6 | 1.2% | 0.8% | ? | -18.6% | 8.7% | 20.0%
COc1ccccc1N1CCNCC1 | -17.2 | -23.5% | -10.8&-18.3 | -4.2%&-9.9% | -1.0%&-0.1% | 7.9% | 0.2% | 1.6% | 39.1%
O=C(Nc1ccccc1C(F)(F)F)c1cccn(Cc2ccccc2)c1=O | . | -10.1% | -1.0 | . | . | 6.6% | -2.9% | 19.0% | 6.2%
COc1cc(C(=O)NN=Cc2ccc(N(CCCl)CCCl)cc2)cc(OC)c1OC | ? | -13.4% | -11.7 | ? | 11.5% | -1.5% | -13.6% | -28.8% | 0.6%
COC(=O)C1=C(c2ccc(C(C)=O)cc2)C[C@@H]2CC[C@H]1N2C | -4.7 | -29.4% | 3.3 | 0.2% | 11.2% | 18.1% | ? | 8.2% | -1.0%
Cc1ccccc1[N+](=O)[O-] | -15.6 | -13.3% | 3.2 | -4.2% | -2.2% | 0.4% | 4.7% | 1.5% | -1.5%
Cc1ccc(C2NC(=S)N3C(c4ccc(C)cc4)NC(=S)N23)cc1 (configuration not stated) | -3.7 | i | 3.9 | 0.5% | 5.4% | 10.5% | 4.9% | 1.5% | ?
COc1ccc(OC)c(C2C3=C(N=c4s/c(=C\c5cccc(O)c5)c(=O)n42)c2ccccc2CC3)c1 (configuration not stated) | 26.5 | i | 2.1 | -3.8% | ? | ? | ? | ? | 1.5%
Cc1nc2ccccc2c(=O)n1-c1ccc(F)cc1 | -19.6 | -17.8% | 12.0 | -1.1% | -0.5% | -5.1% | -26.3% | 13.9% | -16.2%
CNP1(NC)=Nc2nn(-c3ccccc3)c(N)c2C(c2ccccc2)=N1 | -7.7 | -6.5% | -3.7 | -7.7% | 1.1% | -7.1% | 12.5% | -21.1% | -8.6%
CCOc1ccc(C2(C#N)CC[N+](C)(C)CC2)cc1 | -50.7* | i | -1.7 | -21.4% | -12.3% | 1.1% | -9.2% | -8.3% | -18.5%
Cc1cc(NC(=O)c2cccn(Cc3cccc(Cl)c3)c2=O)no1 | . | -10.9% | -0.3 | 14.7% | 1.9% | 9.2% | -5.2% | 5.2% | ?
O=C(O)C(Br)CBr (configuration not stated) | 19.0 | -6.4% | 8.8 | -4.7% | -10.4% | -0.7% | 4.1% | 9.3% | 5.2%
CC(=O)Nc1ccc(S(=O)(=O)NC(CC(=O)N2CCC3(CC2)OCCO3)C(C)C)cc1 (configuration not stated) | 7.5 | i | -0.9 | -2.1% | -9.0% | 5.8% | -1.6% | -2.3% | -3.2%
COc1ccc(C(=O)C2CCCN(Cc3ccon3)C2)c(OC)c1 (configuration not stated) | -8.9 | -4.9% | -10.4 | 13.5% | -7.5% | 10.0% | -8.1% | -4.9% | -18.2%[0.397 µM]
CCCCCCn1c(=O)c(C(=O)Nc2ncccc2C)c(O)c2ccccc21 | 17.7 | -27.2% | 2.0 | -0.4% | -7.1% | -9.6% | -3.3% | ? | -54.6%[inhibitor]
CN(C)CCC=C1c2ccccc2CCc2ccccc21 | -19.7 | -18.3% | -10.8&-26.6 | 10.0%&-5.1% | 1.8%&3.2% | ? | -9.0% | 20.6µM* | 19.2%
O=C(Cn1c(SCC(=O)Nc2ccc(F)cc2)nc2ccccc21)NCc1ccccc1Cl | . | -8.6% | 0.6 | . | . | ? | ? | ? | 16.5%
c1ccc(CCN2CCC3(CC2)OCCO3)cc1 | 19.8 | -17.2% | -2.5 | 1.4% | 1.5% | 2.0% | -4.4% | 12.0% | 16.0%
COC(=O)C1=CO[C@@H](C)[C@@H]2CN3CC[C@@]4(C(=O)Nc5ccccc54)[C@@H]3C[C@H]12 | 20.7 | i | 3.1 | -0.2% | 7.3% | -5.9% | 7.0% | -23.8% | -18.2%
OCC12CO[C@@H]3c4ccccc4[C@H](OC1)N32 (some centres not stated) | -21.8 | i | 3.8 | -25.1% | 0.5% | -0.2% | -9.0% | 23.3% | 15.9%
O=c1cccc2n1CC1CC2CN(Cc2cccc(Cl)c2Cl)C1 (configuration not stated) | -15.4 | -13.7%[57.5 µM] | 0.4 | 3.5% | -1.3% | 0.0% | -14.0% | 18.4µM* | -18.4%
COc1cc2occc2c2oc(=O)ccc12 | 22.7 | i | 16.3 | 3.7% | 2.4% | 12.3% | -1.0% | 5.9% | 13.2%
O=C(COc1ccccc1[N+](=O)[O-])N1CCN(CCc2ccncc2)CC1 | . | i | 1.8 | . | . | 5.9% | 2.0% | . | 7.3%
CCOC(=O)c1ccccc1C(=O)OCC | 18.6 | -22.4% | 15.7&8.9 | 3.1%&-2.1% | 2.6% | 13.3% | 0.1% | 13.5% | ?
Cc1ccccc1OCCCn1cc(C(=O)C(=O)N2CCOCC2)c2ccccc21 | 0.1 | -28.6% | 1.3 | 13.3% | 7.4% | ? | -5.6% | ? | 23.5%[9.22 µM]
CCn1c(=O)cc(OCC(=O)N2CCC3(CC2)OCCO3)c2ccccc21 | -10.9 | i | 3.2 | 2.4% | 0.3% | -3.0% | -14.1% | 1.3% | -4.1%
O=C(c1ccccc1F)N1C[C@H]2C[C@@H](C1)c1cccc(=O)n1C2 | 24.8 | -24.1% | 7.9 | 2.2% | 3.8% | -25.3% | -4.9% | 0.0% | -0.9%
COc1cccc(CNCCc2ccc3c(c2)OCO3)c1OC | 4.5 | -21.0% | -9.1 | -1.9% | 11.2% | -3.9% | 4.5% | 2.3% | -2.5%
COc1cccc(-c2nc3ccc(N4CCN(C)CC4)cc3[nH]2)c1 | -1.5 | -22.4% | -2.1 | -2.4% | -15.4% | 1.12µM* | -15.4% | -7.7% | -17.7%
COc1ccccc1OCC#CCN1CCCC(C)C1 (configuration not stated) | -5.4 | i | -4.3 | -8.6% | 5.0% | -27.0% | 6.3% | 12.4% | -12.0%
CCOC(=O)C1C2c3ccccc3O[C@@]1(C)N=C1SCC(=O)N12 (some centres not stated) | -21.4 | -3.1%[57.5 µM] | -3.5 | -1.1% | -2.0% | -7.2% | 0.7% | -15.7% | -10.8%
CCC(=NCc1ccc2c(c1)OCO2)c1c(O)n(C2CCCCC2)c(=O)[nH]c1=O | -6.9 | -30.5%[inhibitor] | 9.0 | 12.7% | 1.0% | -2.3% | ? | ? | 20µM*
CC(=O)O[C@@H]1/C=C/[C@](C)(O)C[C@@H](C)C/C=C/[C@H]2[C@H](O)C(C)=C(C)[C@H]3[C@H](Cc4ccccc4)NC(=O)[C@@]123 | 42.3 | i | 0.6 | 9.3% | 3.6% | 6.0% | -14.6% | 0.0% | 9.0%
O=C(Cn1ccc2ccccc2c1=O)NCC(=O)N1CCC2(CC1)OCCO2 | 12.5 | i | 5.6 | 3.1% | -6.3% | 6.8% | -2.3% | 0.2% | -0.2%
Cc1ccc(-n2c(SCC(=O)Nc3cccc(S(N)(=O)=O)c3)nc3ccccc32)cc1 | 51.7 | -95.8%[inhibitor] | 44.4* | -2.9% | -4.6% | -7.6% | ? | -19.4% | 0.0%
CC1(C)CN2C(c3ccc(Cl)cc3)N2C1 (configuration not stated) | 0.0 | -12.2%[57.5 µM] | -1.3 | -11.5% | 2.3% | 11.5% | 0.9% | 17.9% | 11.0%
CCn1c(C)c(C(=O)Nc2ccc(OC)cc2)c2cc(OC)ccc21 | -4.1 | -2.7% | 0.2 | 10.1% | 14.5% | 10.2% | -5.1% | 0.0% | 13.9%
O=c1cc(C(F)(F)F)[nH]c2ccc(C(F)(F)F)cc12 | -1.7 | -39.9%[inhibitor] | 18.3 | -23.7% | -24.1% | ? | ? | ? | -3.5%
CCc1ccc(-n2nc(C)c3c2NC(=O)CSC3c2ccc(C(=O)OC)cc2)cc1 (configuration not stated) | . | -92.2%[inhibitor] | -16.6 | . | . | ? | -8.3% | 13.3% | ?
Cn1c(=O)oc2cc(S(=O)(=O)N3CCCC(C(=O)NCc4ccc5c(c4)OCO5)C3)ccc21 (configuration not stated) | 0.0 | -47.7%[inhibitor] | -7.0 | -3.7% | -1.8% | 5.1% | 1.3% | 6.7% | -3.8%

# Grouped by structure, the compounds so far with a nitro group on carbon.
SMILES | DRD3 antagonist | PTHR1 agonist | D3 ag | GLP1R ag | aSyn yeast inh | GLP1R inv ag | GLP1R cytotox | KB-V1 cytotox | TDP43 rescue
CCCCCC[N+](=O)[O-] | -18.9 | -11.3% | 7.0 | -2.9% | 0.3% | 7.4% | 0.1% | -3.5% | 16.8%
Cc1ccccc1[N+](=O)[O-] | -15.6 | -13.3% | 3.2 | -4.2% | -2.2% | 0.4% | 4.7% | 1.5% | -1.5%
O=C(COc1ccccc1[N+](=O)[O-])N1CCN(CCc2ccncc2)CC1 | . | i | 1.8 | . | . | 5.9% | 2.0% | . | 7.3%
